PrPC surface inh – reduces human prion protein on the cell surface. P04156. cell surface PrPC, TR-FRET read-out. inhibition, % at 13.8 µM. actives 0.43% (n = 370,000); in the data active = inhibition above about 24%; also: 0% = median of the test wells and 100% = reference compound wells
Mtb BioA inh – BioA (M. tuberculosis) enzyme inhibition; inhibition, % at 9.99 µM; AID 602481; purified M. tuberculosis BioA enzyme, plate reader; actives 0.096% (n = 360,000); in the data active = inhibition above about 40%; inconclusive = no clear call, values can overlap the other calls
Mtb UGM inh – inhibitors of M. tuberculosis UDP-galactopyranose mutase; P9WIQ1; purified UGM, fluorescence polarization probe displacement; inhibition, % at 10 µM; actives 0.06% (n = 320,000); in the data active = inhibition above about 10%, passing the limit was not always enough; inconclusive = no clear call, values can overlap the other calls
Target sequence (P9WIQ1 whole entry, looked up): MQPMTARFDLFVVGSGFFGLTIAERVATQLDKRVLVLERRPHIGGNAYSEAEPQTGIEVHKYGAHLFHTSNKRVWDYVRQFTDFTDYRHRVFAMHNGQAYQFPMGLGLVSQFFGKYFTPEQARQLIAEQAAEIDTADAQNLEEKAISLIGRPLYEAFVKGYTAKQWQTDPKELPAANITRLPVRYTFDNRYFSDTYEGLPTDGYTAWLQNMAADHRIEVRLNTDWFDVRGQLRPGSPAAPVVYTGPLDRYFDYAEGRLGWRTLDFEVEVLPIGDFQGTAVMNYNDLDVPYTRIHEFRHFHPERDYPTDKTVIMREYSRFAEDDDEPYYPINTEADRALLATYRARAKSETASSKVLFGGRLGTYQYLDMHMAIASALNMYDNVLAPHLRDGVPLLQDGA
FadD28 binding – blocks FadD28 binding to the bisubstrate probe. fluorescence polarization. actives 0.22% (n = 360,000). inhibition, % at 12.5 µM; in the data active = inhibition above about 8.5%, passing the limit was not always enough; inconclusive = no clear call, values can overlap the other calls
Rv3671c protease – inhibitors of M. tuberculosis serine protease Rv3671c; P9WHR9; inhibition, % at 5.96 µM; actives 0.048% (n = 320,000); in the data active = inhibition above about 38%;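 also: extracellular domain of Rv3671c used as enzyme; 0% = enzyme with DMSO and 100% = no enzyme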
Target sequence (P9WHR9 whole entry, looked up, the tested form may be a part): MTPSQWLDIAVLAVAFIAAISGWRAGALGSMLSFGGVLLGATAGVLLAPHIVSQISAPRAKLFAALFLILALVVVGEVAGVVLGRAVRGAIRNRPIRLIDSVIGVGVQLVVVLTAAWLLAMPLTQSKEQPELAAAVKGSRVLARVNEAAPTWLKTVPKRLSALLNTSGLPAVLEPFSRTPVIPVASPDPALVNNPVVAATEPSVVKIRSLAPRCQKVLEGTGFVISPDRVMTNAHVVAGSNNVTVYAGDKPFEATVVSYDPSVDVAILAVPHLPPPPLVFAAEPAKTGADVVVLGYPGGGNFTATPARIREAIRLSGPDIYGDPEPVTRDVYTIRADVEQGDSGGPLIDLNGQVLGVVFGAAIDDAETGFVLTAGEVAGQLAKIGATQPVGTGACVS
FBA Mtb inh – inhibits M. tuberculosis FBA enzyme. inhibition, % at 1 µM. AID 588726. purified M. tuberculosis FBA, fluorescence read-out. P9WQA3. actives 2.3% (n = 360,000); in the data active = inhibition above about 27%;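 also: 0% = vehicle and 100% = reference inhibitor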
MazF activator – MazEF (E. coli) toxin RNase activation | FAM/BHQ RNA-DNA oligo cleavage fluorescence, 5 h | activation, % at 20 µM | actives 0.32% (n = 350,000); in the data active = activation above about 50%
Target sequence (P0AE70 whole entry, looked up): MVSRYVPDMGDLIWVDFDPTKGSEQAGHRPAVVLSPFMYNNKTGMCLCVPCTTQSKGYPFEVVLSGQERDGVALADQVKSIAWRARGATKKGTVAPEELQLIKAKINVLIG
GDH-TPI counter – counter-screen for M. tuberculosis FBA inhibitors: GDH-TPI coupled enzymes; GDH-TPI coupled enzyme counterscreen, NADH absorbance; inhibition, % at 4.8 µM; actives 1.2% (n = 360,000); AID 588335; in the data active = inhibition above about 30%;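 also: 0% = DMSO wells and 100% = wells lacking the enzyme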
BoNT F protease – blocks Botulinum neurotoxin F light chain protease. Multiplex microsphere protease cleavage assay, flow cytometry. inhibition, % at 10 µM. actives 0.22% (n = 360,000). AID 588497; in the data active = inhibition above about 35%, passing the limit was not always enough; inconclusive = no clear call, values can overlap the other calls; also: plate controls were buffer without enzyme for full effect and enzyme alone for no effect
* marks the source's active call; other numbers are inactive results; ? = inconclusive; . = not tested or not shown; & = joins results of further samples. The order is random. About 4.8% of those tested had a hit in this group.

Results follow in this order: PrPC surface inh, Mtb BioA inh, Mtb UGM inh, FadD28 binding, Rv3671c protease, FBA Mtb inh, MazF activator, GDH-TPI counter, BoNT F protease
O=C(CCCc1nc(-c2ccccc2)no1)Nc1cccnc1
    -4, 13, 0.1, -4.1, -13, -1, 1, 3, -6
O=C(c1ccc([N+](=O)[O-])cc1)N1CCN(c2ncc(Br)cn2)CC1
    -12, -1.7, -1.9, -1.2, -3, -1, 10, -6, 11
COc1ccccc1NS(=O)(=O)c1ccc(C(=O)NCc2ccc(S(N)(=O)=O)cc2)cc1
    -3, -1.5, -1.6, -0.2, 1, 3, 2, 8, -2
O=C(C1CCC1)N1CCc2cc(S(=O)(=O)NCc3cccnc3)ccc21
    5, 8.5, -1.5, -4.2, 6, -1, 9, 10, -18
COc1ccc(CCNC(=O)CN(c2ccc(OC)cc2)S(C)(=O)=O)cc1
    6, ., 2.4, -2.2, -4, 0, 4, -3, -8
Cc1c(NC(=O)c2cc(-c3cccc(Cl)c3)on2)c(=O)n(-c2ccccc2)n1C
    4, -1.1, -1.1, -1.2, -6, 5, -1, 4, -11
CCOc1ccc(CNCCc2ccc(S(N)(=O)=O)cc2)cc1
    -10, ., -2.3, -4.0, 0, -3, 7, 9, -10
CCN(CC)S(=O)(=O)c1cc(NC(=O)CSc2nnc(N)s2)ccc1C
    -8, -0.7, -0.8, -2.7, -5, -1, 1, 3, -3
S=C(NCCCc1ccccc1)Nc1ccccc1Cl
    2, ., -1.0, -0.8, -5, 1, 0, 3, -7
O=C(NCCc1c[nH]c2ccccc12)c1ccco1
    -1, -1.8, 0.5, 0.0, 7, 0, 6, 1, -2
C=CCOC(=O)C1=C(C)NC(SC)=C(C#N)C1c1cccs1 (stereo not given)
    6, 5.9, -2.2, -3.4, -4, 2, 3, 6, 12
C#CCN(C[C@@H]1[C@@H](OC(=O)NCc2ccccc2)[C@@H](OC(=O)NCc2ccccc2)Cn2c(=O)n(CCCCCC)c(=O)n21)S(=O)(=O)c1ccc(C)cc1
    -6, -0.5, ., -1.2, ., -1, -7, 13, 3
C=CCn1c(=NC(=O)c2ccco2)sc2cc(C(=O)OC)ccc21
    -4, ., -0.8, 0.5, -19, 8, -6, 24, -3
Cc1ccc(-c2noc(CN(C)C(=O)c3ccc(Br)o3)n2)cc1
    2, -0.8, -0.4, -1.5, -1, 0, -3, 5, 12
CCNc1nc(NCC)nc(SCCOc2ccc(C)cc2)n1
    15, ., -0.5, -3.1, -2, 0, -6, -3, -7
NCCCCCNC(=O)/C=N\O
    -1, ., 2.9, -4.1, 1, -6, -5, -12, -6
CCOc1ccc(CCNC(=O)CN(C)S(=O)(=O)c2ccc3c(c2)CCC(=O)N3)cc1OCC
    -5, -0.4, 2.6, -2.1, -7, 2, -6, -12, -2
Oc1ccc(Nc2nc(N3CCCC3)c3ccccc3n2)cc1
    -1, 0.3, 4.4, -1.1, 7, 0, 19, 14, 12
CC(C)(C)c1csc(NC(=O)CSC2=NCCS2)n1
    1, 1.7, 1.6, -0.7, -10, 2, 8, -9, 14
CN1CCN(c2ccc(CNC(=O)C3Cc4c(-c5ccccc5Oc5ccccc5)ccnc4O3)cc2)CC1 (stereo not given)
    -12, 0.7, ., -1.2, ., 2, ., 8, -4
COCCN(CC(=O)Nc1cccc(C)c1C)C(=O)c1ccc2c(c1)OCO2
    -2, ., ., 0.2, ., -1, 1, 5, -8
CN(C)c1cc(N/N=C\c2ccccc2)nc(N(C)C)n1
    0, ., 0.8, -0.5, -15, -3, 6, 21, 0
O=C(NC(=S)N1CCN(c2ccc(Cl)cc2[N+](=O)[O-])CC1)c1ccco1
    -18, ., -0.5, -1.2, -8, -3, -2, 2, -8
CCN(CC)c1ccc(N=Cc2c(O)[nH]c(=O)[nH]c2=O)cc1
    -5, -1.1, 0.7, -1.7, -28, -6, 4, 35*, ?
COc1ccc(CC(=O)O/N=C(\N)Cc2cccc3ccccc23)cc1OC
    -3, ., -0.2, -4.3, -14, 7, -7, -3, -4
NS(=O)(=O)c1ccc(NC(=O)CSc2nnc(C3CC3)n2C2CC2)cc1
    -9, ., 3.0, -2.9, 5, 0, 8, 0, -9
COC(=O)COc1ccc(S(=O)(=O)Nc2ccc3c(c2)OCCO3)cc1Cl
    -2, 0.2, 0.9, -0.5, -8, 6, 11, 3, 5
O=C1COc2ccc(S(=O)(=O)CCC(=O)NC3CCCCC3)cc2N1
    -8, -1.4, 0.4, 1.3, -2, 2, 4, 7, -2
O=C(O)c1cn(CCOc2ccccc2Cl)c2ccccc12
    -1, ., 2.1, 0.8, -1, 1, 10, -2, -3
COc1ccccc1NC(=O)C(C)N1C(=O)C2CCCCC2C1=O (stereo not given)
    5, 2.3, -0.5, -1.7, -4, -1, 12, -2, -8

Single entries from the results shown:
For Mtb BioA inh, `CCOc1ccc(CCNC(=O)CN(C)S(=O)(=O)c2ccc3c(c2)CCC(=O)N3)cc1OCC` is listed with -0.4
For FadD28 binding, `CCN(CC)S(=O)(=O)c1cc(NC(=O)CSc2nnc(N)s2)ccc1C` is listed with -2.7
For FadD28 binding, `O=C(NC(=S)N1CCN(c2ccc(Cl)cc2[N+](=O)[O-])CC1)c1ccco1` is listed with -1.2
For GDH-TPI counter, `CCN(CC)c1ccc(N=Cc2c(O)[nH]c(=O)[nH]c2=O)cc1` is listed with 35*
For Mtb BioA inh, `CN1CCN(c2ccc(CNC(=O)C3Cc4c(-c5ccccc5Oc5ccccc5)ccnc4O3)cc2)CC1` (stereo not given) is listed with 0.7
For BoNT F protease, `CN(C)c1cc(N/N=C\c2ccccc2)nc(N(C)C)n1` is listed with 0

Next section.
Molecule | PrPC surface inh | Mtb BioA inh | Mtb UGM inh | FadD28 binding | Rv3671c protease | FBA Mtb inh | MazF activator | GDH-TPI counter | BoNT F protease
Nc1ncnc2c1ncn2[C@@H]1O[C@H](CNCc2ccc(-n3cccn3)cc2)[C@@H](O)[C@H]1O | . | 2.1 | 2.3 | 4.5 | -4 | -1 | -4 | -9 | -1
Cc1cc(C)c(C(=O)c2ccccc2)c(C)c1 | -1 | -2.3 | . | 0.2 | . | -1 | -4 | 1 | -14
CCn1c(CC(=O)Nc2ccc(C)c(Cl)c2)nnc1SCCOc1ccc(OC)cc1 | 1 | 0.3 | -2.8 | -3.4 | -1 | -1 | -16 | 4 | -17
CCc1nn(C(CC)C(=O)NCCCc2ccccc2)c(=O)c2cc3occc3n12 (stereo not given) | 8 | 32 | 4.4 | -2.2 | 3 | 4 | -8 | 11 | 6
Cc1c(F)cccc1NS(=O)(=O)c1ccc(N2CCCC2=O)cc1 | 9 | -0.1 | . | -0.4 | . | 1 | -3 | 9 | -3
O=C(O)c1c[nH]c2c(C(F)(F)F)cccc2c1=O | 0 | -1.6 | -0.6 | 0.9 | 4 | 4 | 1 | 2 | -13
COc1ccccc1CCNS(=O)(=O)c1cc2c3c(c1)CCN3C(=O)CC2 | 6 | 6.4 | 4.6 | -2.6 | 0 | -4 | 6 | -1 | 1
CC(=O)Nc1ccc(C(=O)N2CCCCC2c2cc(C(=O)NCc3ccccc3)no2)cc1 (stereo not given) | -4 | 1.7 | . | -2.8 | . | 1 | . | 4 | -4
Cc1noc(C)c1S(=O)(=O)N1CCCC(C(=O)NCCC2=CCCCC2)C1 (stereo not given) | -5 | -0.2 | 1.8 | 0.7 | -6 | 6 | 2 | 3 | 8
O=C(NCCNS(=O)(=O)c1ccccc1)c1ccc([N+](=O)[O-])cc1 | -22 | -0.3 | 1.1 | -0.6 | -10 | 2 | 0 | 14 | -26
CC(=O)Nc1ccc(NS(=O)(=O)c2ccccc2)cc1 | -1 | -2.8 | -0.8 | -3.1 | 5 | -4 | 3 | -3 | -3
Cc1ccc(-c2cc(C(=O)N/N=C/c3c(C)nn(-c4ccccc4)c3C)n[nH]2)s1 | 9 | 0.3 | . | -1.6 | . | 5 | 4 | 16 | 2
COC(=O)c1cc(S(=O)(=O)N2CCN(c3ccc(F)cc3)CC2)c[nH]1 | -3 | . | 2.0 | 0.0 | -3 | 0 | -22 | 5 | 3
CCOCCCNC(=O)c1ccc(/C=C2\Oc3ccccc3N(C)C2=O)cc1 | -14 | . | 2.6 | 0.2 | 8 | 3 | 2 | -4 | 9
COc1ccc(N2CCN(C(=O)C3CCN(S(=O)(=O)c4ccc(C)cc4)CC3)CC2)cc1 | 8 | -2.7 | 2.7 | -1.0 | 7 | -4 | -11 | 6 | -5
Cc1cc(C)c2c(N)c(C(=O)NCC3CCCCC3)sc2n1 | -4 | -1.6 | 0.5 | -3.2 | -8 | -2 | 2 | -6 | -8
COCCn1c(=S)[nH]c2cc(C(=O)NCc3ccccc3)ccc2c1=O | 1 | -1.5 | . | -4.8 | . | 0 | 6 | 8 | 10
CCc1ccc(CC(=S)N2CCOCC2)cc1 | -3 | -0.5 | -1.4 | -0.2 | -1 | 1 | 0 | 2 | 1
CCn1c(N)c(C(=O)NCc2ccc3c(c2)OCO3)sc1=S | . | 0.7 | -0.4 | -1.3 | -5 | -3 | 7 | 15 | -7
C=CCNc1ncnc2ccc(Br)cc12 | 16 | 3.4&3.1&2.0 | -1.2 | -2.3 | 4 | -1 | 1 | -2 | -8

Single records, as listed above. Values in the order: PrPC surface inh, Mtb BioA inh, Mtb UGM inh, FadD28 binding, Rv3671c protease, FBA Mtb inh, MazF activator, GDH-TPI counter, BoNT F protease
Listed for `O=C(NCCNS(=O)(=O)c1ccccc1)c1ccc([N+](=O)[O-])cc1` : -22, -0.3, 1.1, -0.6, -10, 2, 0, 14, -26
Listed for `CCOCCCNC(=O)c1ccc(/C=C2\Oc3ccccc3N(C)C2=O)cc1` : -14, ., 2.6, 0.2, 8, 3, 2, -4, 9

New compounds follow.
Molecule | PrPC surface inh | Mtb BioA inh | Mtb UGM inh | FadD28 binding | Rv3671c protease | FBA Mtb inh | MazF activator | GDH-TPI counter | BoNT F protease
CCC1CCCN1Cn1cnc2c([nH]c3ccc(C)cc32)c1=O (stereo not given) | -4 | -2.3 | 1.5 | -3.7 | -6 | 41* | 4 | 11 | -4
CCc1cc(C(=O)c2ccc(C)cc2)c(NC(=O)CCl)s1 | -13 | . | 61* | -3.1 | -8 | -3 | -4 | -2 | -4
O=C(CN1CCCC1=O)NCCc1ccccc1 | -6 | -1.5 | 0.5 | 0.1 | 8 | -1 | -4 | 4 | -7
Cc1ccc(OCC(=O)NC(C)c2ccccc2)cc1 (stereo not given) | -3 | 0.2 | -1.2 | -2.1 | 5 | 1 | 1 | 11 | 19
CC(Sc1n[nH]c(N)n1)C(=O)Nc1cccc(S(=O)(=O)N2CCOCC2)c1 (stereo not given) | -1 | . | -1.9 | -0.7 | 4 | 3 | -7 | 4 | -7
CC(C)COP(=O)(OCC(C)C)C(Nc1ccccc1)c1ccc2c(c1)OCO2 (stereo not given) | -4 | . | 0.5 | 0.1 | 9 | 4 | -1 | -3 | 2
